# High-throughput results: PubChem BioAssay, Broad Institute
# XiGFP reactiv = X-chromosome reactivation activator; 0.055% of 360,000 active; XiGFP mouse fibroblasts, % GFP-positive cells imaging, 3 d; cells co-treated with 5-aza-dC sensitizer; scaled so ellipticine positive control = 100%; AID 743238; activation, % at 7.58 µM;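 active = mean normalized replicate activation at least 10% and every replicate at or above 10%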;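 note: 0% = median of on-plate neutral control wells and 100% = ellipticine 6 µM median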
#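 Assay system: SV40-immortalized XiGFP fibroblast cells, line 68-5-11; buffer or medium: DMEM plus 5-aza-dC sensitizer; compound: one concentration, pinned; timing: compounds 3 days, fix/stain 15 min at room temperature; benchmarks: positive control ellipticine, 6 µM final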
# esBAF inh = SWI/SNF esBAF complex inhibition | mouse ES cells, Bmi1-luciferase knock-in reporter, 24 h; 100% = twice the neutral-well signal | reporter increase, % at 12.5 µM | 2% of 350,000 active | AID 602393; in the data active = activation above about 40%;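 note: 0% = median of the plate's neutral control wells and 100% = double that signal; a rise in the Bmi1 reporter signal indicates esBAF inhibition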
# EWS-Fli inh = inhibitors of EWS/Fli oncoprotein transcriptional activity | A673 NR0B1-luciferase reporter, viability-normalised | inhibition, % at 12.6 µM | 0.67% of 350,000 active | AID 651661;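 active = mean inhibition of at least 50% after viability correction, with every replicate also passing that limit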;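 note: firefly luciferase signal divided by Alamar Blue viability fluorescence both relative to DMSO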
# S100A4 MyoIIA = S100A4-myosin IIA interaction inhibition. 0.14% of 360,000 active. inhibition, % at 10.7 µM. S100A4/TAMRA-MyoIIA peptide fluorescence polarization;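 active = mean inhibition of at least 70% across replicates, with every replicate also reaching that level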
# Target sequence (P26447 whole entry, looked up): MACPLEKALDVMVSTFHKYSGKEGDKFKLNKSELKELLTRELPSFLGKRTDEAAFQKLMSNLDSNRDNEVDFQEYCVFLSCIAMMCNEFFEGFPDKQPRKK
#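 Material: S100A4 monomer (human). Medium: Calcium-containing HEPES buffer, pH 7.2. Probe or stimulus: labelled myosin peptide probe, 5 nM. Compound dosing: one concentration per compound. Timing: polarization read 5 min after assay mix addition, stable 5–60 min. Benchmarks: DMSO as neutral control, TFP as positive control.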
# FN deposit inh = fibronectin deposition inhibition. AH1F fibroblasts, Alexa488-fibronectin deposition fluorescence, overnight. 0.086% of 350,000 active. inhibition, % at 12.6 µM. AID 743247;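 active = mean inhibition across replicates of 30% or more, regardless of how many single replicates reach that level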;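 note: positive control wells lacked labelled fibronectin entirely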
#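 Material: AH1F fibroblasts assembling fluorescent fibronectin matrix; amount: 10000 AH1F cells/well; medium: DMEM, 2% serum; reagent: Alexa488-fibronectin, 24 nM final in well; dosing: single compound dose, delivered by pin transfer; incubation: 1 h adhesion, overnight exposure; detection: fluorescence after three HBSS washes, excitation 485 nm, emission 525 nm; measure: fibronectin deposition inhibition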
# RAD54 inh = inhibitors of human RAD54 branch migration; Q92698; RAD54 Holliday junction branch migration, FAM/BHQ fluorescence; inhibition, % at 10.4 µM; 0.14% of 360,000 active; AID 602329;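 active = mean normalized replicate activity at least 40 and at least half of replicates scoring 40 or more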;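 note: 0% = median of neutral control wells and 100% = median of positive control wells; inhibitors cause a drop in the FAM fluorescence signal; in these data hits start at about 50%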
# RAD52 anneal inh = RAD52 (human) annealing inhibition | P43351 | recombinant RAD52 DNA annealing, FRET fluorescence | inhibition, % at 18.7 µM | 0.46% of 360,000 active;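 active = every replicate showing at least 50% inhibition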
# Target sequence (P43351 whole entry, looked up): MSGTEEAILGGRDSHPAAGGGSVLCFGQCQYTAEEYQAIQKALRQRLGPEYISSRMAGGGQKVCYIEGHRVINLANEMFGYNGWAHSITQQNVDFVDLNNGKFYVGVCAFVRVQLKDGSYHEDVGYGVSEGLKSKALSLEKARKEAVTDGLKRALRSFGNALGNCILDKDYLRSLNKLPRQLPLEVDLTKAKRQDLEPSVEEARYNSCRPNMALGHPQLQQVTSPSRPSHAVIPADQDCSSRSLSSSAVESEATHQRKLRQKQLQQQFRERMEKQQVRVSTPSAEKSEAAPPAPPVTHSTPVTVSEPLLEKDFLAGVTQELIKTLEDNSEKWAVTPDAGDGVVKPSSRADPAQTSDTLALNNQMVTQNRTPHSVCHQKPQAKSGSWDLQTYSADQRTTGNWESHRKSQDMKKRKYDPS
# E-selectin induc = E-selectin induction on HUVECs | P16581 | HUVEC E-selectin immunofluorescence imaging; normalized: neutral wells 0, TNF-alpha wells 100 | activation, % at 7.58 µM | 0.37% of 260,000 active | AID 686992;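 active = mean E-selectin-positive cell signal at least 10% of the positive control, reached in at least 60% of replicates, without over 20% cell loss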;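 note: in these data hits start at about 27%; measured in HUVEC primary endothelial cells; signal is the percent of cells scored E-selectin positive by PE staining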
#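 Assay system: HUVEC primary endothelial cells. Input: 3,000 HUVEC seeded per well. Doses: one compound dose added by pin transfer. Read-out basis: % PE-positive cells. Benchmarks: TNF-alpha high, DMSO low. Detection: immunofluorescence imaging. Buffer or medium: EGM-2, gelatin.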
# Active calls of the source: *; i = inactive; . = no result given; & = joins results of further samples. An unsorted share of the library (roughly 3% active in at least one column).
structure,XiGFP reactiv,esBAF inh,EWS-Fli inh,S100A4 MyoIIA,FN deposit inh,RAD54 inh,RAD52 anneal inh,E-selectin induc
C[C@@H]1CN([C@@H](C)CO)S(=O)(=O)c2ccc(C#Cc3ccc(F)cc3)cc2O[C@H]1CN(C)C(=O)CN(C)C,-0.8,-3.0,58.7*,1.5,11.9,11.7,54.9*,-0.5
COCC(=O)Nc1ccc2c(c1)[C@@H]1C[C@H](CC(=O)NCc3ccccn3)O[C@H](CO)[C@@H]1O2,1.2,-1.8,1.5,-16.5,3.2,-3.7,-4.2,-0.6
COc1ccc(S(=O)(=O)Nc2ccc3c(c2)CC(=O)N([C@@H](C)CO)C[C@@H](C)[C@H](CN(C)C(=O)Nc2ccc4c(c2)OCO4)O3)cc1,-0.5,2.9,-0.6,1.6,.,1.9,-2.7,-0.3
C/C=C/c1ccc([C@H]2[C@@H](CO)N(CC3CC3)[C@@H]2CNC(=O)c2ccccc2)cc1,0.3,-9.8,5.3,9.1,6.1,-8.5,-17.0,0.0
O=C(COC(=O)COc1ccc(Br)cc1)NC1CCCCCC1,0.2,-4.0,-2.8,-1.0,-1.4,2.8,-3.6,.
O=C1C2C3C=CC(CNS(=O)(=O)c4ccccc4)(O3)C2C(=O)N1c1ccc(Cl)cc1 (stereo not given),0.1,.,10.4,-5.0,2.1,.,-9.8,-1.1
O=C(Cc1ccncc1)NCC[C@@H]1CC[C@H](NC(=O)Nc2cccc(F)c2)[C@@H](CO)O1,0.0,-0.3,4.6,-0.3,-5.6,-7.0,-49.9,-0.3
COc1ccc(CN2CCN(C(=O)c3c(-c4ccccc4)noc3C)CC2)cc1F,0.1,5.4,7.7,0.7,-0.5,0.7,-12.6,0.0
Brc1ccccc1-c1csnn1,0.0,.,-12.1,-5.9,10.5,-10.5,2.5,.
C[C@H](CO)N1C[C@H](C)[C@H](CN(C)Cc2ccncc2)Oc2ccc(NS(=O)(=O)c3cn(C)cn3)cc2C1=O,-0.1,3.5,-4.6,12.4,.,-14.1,-10.7,4.7

# Looked up above.
# Reading of O=C(COC(=O)COc1ccc(Br)cc1)NC1CCCCCC1 under XiGFP reactiv: 0.2
# Reading of COc1ccc(S(=O)(=O)Nc2ccc3c(c2)CC(=O)N([C@@H](C)CO)C[C@@H](C)[C@H](CN(C)C(=O)Nc2ccc4c(c2)OCO4)O3)cc1 under RAD52 anneal inh: -2.7

# Next part.
structure,XiGFP reactiv,esBAF inh,EWS-Fli inh,S100A4 MyoIIA,FN deposit inh,RAD54 inh,RAD52 anneal inh,E-selectin induc
COc1ccc(C(=O)c2[nH]c(N)c(C(=O)NCCc3c[nH]c4ccccc34)c2-c2ccc(OC)c(OC)c2)cc1,0.0,.,13.7,-1.7,14.7,.,-2.0,-0.1
O=C(C1=C(O)C(=O)N(CCN2CCOCC2)C1c1cccc(F)c1)c1cc2ccccc2o1 (stereo not given),0.0,-5.1,.,-7.3,-2.8,-10.5,-9.1,-0.1
COc1ccc([N+](=O)[O-])cc1N(CC(O)CN1CCCCC1)S(=O)(=O)c1ccccc1 (stereo not given),0.0,-0.1,-6.2,0.1,4.4,.,-1.9,.
COc1cccc(C(=O)Nc2ccc(NC(=O)C3C4C=CC(C4)C3C(=O)O)cc2)c1 (stereo not given),0.2,.,.,-8.5,-11.0,-4.7,-4.4,.
Cc1nnc2ccc(-c3ccc(NS(=O)(=O)c4ccccc4[N+](=O)[O-])cc3)nn12,-0.3,0.5,13.0,0.1,6.6,-0.7,4.6,.
COc1ccc(NCC(=O)NN=C2CCS(=O)(=O)c3ccc(F)cc32)cc1,0.2,-8.4,11.0,-2.1,1.5,3.0,-9.5,1.0
CN(C)CC#Cc1ccc([C@@H]2[C@H](CO)N3C(=O)CN(C(=O)c4ccccc4)C[C@@H]23)cc1,-0.1,.,.,16.6,.,.,0.7,-0.1
Cc1ccc(S(=O)(=O)N2CCCCC2)cc1C(=O)N1C(C)CCCC1C (stereo not given),0.1,13.3,5.6,0.6,3.9,-2.2,3.3,-0.6
Cc1c(NC(=O)CSc2ncnc3ccccc23)c(=O)n(-c2ccccc2)n1C,0.0,-3.8,2.4,6.0,16.6,-4.3,2.0,0.2
CN1CCN(C(=O)c2cc3c(c(-c4cccc(C#CCC5CCCC5)c4)n2)[C@H](CCO)N(S(=O)C(C)(C)C)C3)CC1 (stereo not given in full),0.2,7.7,-15.5,-54.5,-6.3,6.4,-17.5,0.5
COCC(=O)N1CC[C@@H]2[C@H]1c1cc(-c3cccc(F)c3)ccc1N(C)[C@H]2CO,0.2,-0.1,-11.5,-0.7,-2.6,2.6,-9.4,1.5
COc1ccc(C(=O)C2CCCN(Cc3cccc4c3OCO4)C2)cc1OC (stereo not given),0.0,-5.9,-2.4,2.4,-4.2,-8.4,3.0,.
Cc1csc2nc(O)c(C(=O)NCCCN3CCCC3=O)c(=O)n12,-0.1,3.3,-4.6,0.4,0.9,-2.0,-2.4,-0.3
Cn1c(=O)n(C)c2cc(N3CCOCC3)c(NC(=O)c3ccc(F)cc3)cc21,0.0,0.1,6.9,3.6,-10.6,0.5,-11.7,.
N=C1C(c2ccccc2)=C(O)CN1c1cccc(S(=O)(=O)N2CCOCC2)c1,0.0,-6.4,4.8,-1.8,-21.3,.,-8.2,4.3
O=C(NC(=S)NNC(=O)c1ccccc1O)c1ccccc1,0.0,26.1,6.0,-0.1,4.6,-3.9,-10.0,0.6
Cc1ccc(S(=O)(=O)N(C)C[C@@H]2OCCCC[C@@H](C)Oc3ccc(NC(=O)Nc4cccc5ccccc45)cc3C(=O)N([C@@H](C)CO)C[C@@H]2C)cc1,0.1,0.5,-7.3,-4.0,-7.6,4.6,7.5,0.1
O=C(OCC(=O)N1CCN(c2ccccc2)CC1)c1ccc(O)cc1O,0.0,5.8,2.6,-3.7,.,-2.6,-2.3,-0.2
CO[C@H](CN(C)S(=O)(=O)c1cn(C)cn1)[C@@H](C)CN(C(=O)Nc1ccc(C(F)(F)F)cc1)[C@@H](C)CO,0.1,0.7,-0.8,-24.1,-5.1,5.0,-15.7,0.3
COc1cccc(-c2cn(CC[C@H]3CC[C@@H](NC(=O)CN(C)C)[C@H](CO)O3)nn2)c1,0.6,0.1,3.0,0.3,-12.6,-4.0,0.3,-0.8
CC(C)NC(=O)C1(C)CN(S(C)(=O)=O)CC(=O)N1CCOc1ccccc1 (stereo not given),.,.,-8.3,2.7,-0.4,.,-2.3,-1.6
CCOC(=O)C(C(=O)N(C)Cc1ccccc1)C1CCCCC1 (stereo not given),0.0,-5.6,11.0,2.3,-11.8,2.9,-14.4,.
CCCn1c(=O)c2[nH]cnc2n(-c2ccccc2C)c1=O,0.0,-1.2,-2.4,-9.4,1.7,.,-7.2,0.0
Cc1cccc(NC(=O)C2CCCN(C(=O)NCc3ccccc3)C2)c1C (stereo not given),1.2,-7.3,-0.6,5.4,-1.0,8.1,-16.3,0.0
Fc1ccc2nc3n(c2c1F)CCCCCC3,.,-3.1,6.8,26.5,.,-6.4,-3.3,.
COc1cc(/C=C2\SC(=Nc3ccc(Cl)c(C(=O)O)c3)NC2=O)c(Br)c(Br)c1O,0.0,-0.2,6.2,-1.5,-1.8,i,i,.
COCC(=O)N1CC2(C1)[C@H](c1ccc(-c3ccc(F)cc3)cc1)[C@@H](CO)N2C(=O)C1CC1,0.3,.,-2.9,6.6,.,.,-17.9,-0.3
C[C@@H]1CCCCO[C@H](CN(C)CC2CCCCC2)[C@H](C)CN([C@@H](C)CO)C(=O)c2cc(NC(=O)c3ccncc3)ccc2O1,-0.1,-1.8,.,10.4,.,6.9,-2.9,0.0
O=S(=O)(N/N=C\c1ccc2c(c1)OCO2)c1ccc(F)cc1,0.0,.,.,-2.3,.,-8.3,-11.7,-0.2
CCCC[C@H]1OB(O)C[C@H]2C1=C(COc1ccccc1)C[C@H]1C(=O)N(Cc3ccccc3)C(=O)[C@H]12,.,.,2.9,3.6,.,-0.5,-0.1,.
C[C@H]1CN([C@@H](C)CO)C(=O)c2cc(-c3ccc(C#N)cc3)cnc2O[C@@H]1CN(C)C(=O)c1ccccc1,0.3,-7.4,-12.1,0.5,9.0,8.8,9.1,0.0
COC(=O)N1C[C@H](Oc2cccc3ccccc23)[C@H]2C[C@@H]1c1ccccc1O2,0.4,.,5.6,4.4,0.1,.,-2.5,-0.4
CN(C)CCNC(=O)Cn1nc(-c2ccc(Cl)cc2)ccc1=O,-0.1,.,-8.8,3.2,6.2,.,-1.4,.
Cc1cccc2cc(CN(CCCN3CCOCC3)Cc3nnnn3C(C)(C)C)c(=O)[nH]c12,.,-4.9,.,-7.2,-7.2,7.5,-19.0,.
Cc1ccccc1-c1ccc2c(c1)[C@@H]1C[C@H](N(C)CC3CCCCC3)[C@H]([C@H](C)O)CN1CC2,0.0,.,14.0,-7.1,-7.2,.,-27.1,0.0
Cc1cc(C)c(NC(=O)CS(=O)CC(=O)NCCCc2ccccc2)c(C)c1 (stereo not given),.,-10.7,6.1,5.2,.,-4.3,7.8,.
O=C(NNC1=NCCC1)c1cccc(S(=O)(=O)N2CCCC2)c1,0.1,7.4,9.5,-0.5,7.0,3.1,3.7,.
CN1CCN(C(=O)C[C@H]2C=C[C@@H](NC(=O)Nc3ccccc3F)[C@@H](CO)O2)CC1,0.8,1.3,-3.8,-2.0,1.2,-8.1,-6.1,-0.6
C[C@H](CO)N1C[C@H](C)[C@H](CN(C)Cc2ccc(Cl)c(Cl)c2)Oc2c(NC(=O)c3cnccn3)cccc2C1=O,0.0,-0.9,0.1,-6.0,.,0.5,2.7,3.5
CCCCCc1nnc(NC(=O)CN2C(=O)C3CCCCC3C2=O)s1 (stereo not given),0.1,.,.,-2.1,.,-7.0,-7.5,0.1
C[C@H]1CN([C@@H](C)CO)C(=O)c2cc(-c3ccc(F)cc3)cnc2O[C@H]1CN(C)CC1CCOCC1,0.0,-2.8,-1.0,-11.6,-1.5,3.5,-9.8,0.1
COc1ccc(COC(=O)c2c(C)nn(-c3ccccc3)c2Cl)cc1,-0.1,24.3,5.1,-2.9,.,0.5,-5.4,0.1
OC(CNCCc1ccc(Cl)cc1)COc1cc(Cl)ccc1Cl (stereo not given),0.0,0.0,8.7,5.7,8.5,1.3,-31.0,-0.2
CCCCn1c(N)c(NCC)c(=O)[nH]c1=O,0.0,5.0,26.9,-0.8,7.3,6.0,-18.9,2.6
CSC(=NCCCN1CCOCC1)NS(=O)(=O)c1cccs1,0.0,-11.2,-7.7,-1.5,-0.5,-3.9&-1.9,5.5,-0.1
O=C1C=CC(=O)N1c1ccccc1N1C(=O)C=CC1=O,-0.1,-15.4,34.5,-2.7,40.1*,3.2,-7.3,0.0
